# M4 antag: CHRM4 antagonism in calcium assay. P08173. CHO-hM4 cells, ACh EC80, Fluo-8 calcium fluorescence. inhibition, % at 3 µM. 360,000 tested, 0.73% active;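 active means inhibition above its plate's cutoff, the mean inhibition of sample wells plus 3 SD, cut at about 27% in these data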;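 further: 0% = acetylcholine EC80 with DMSO and 100% = DMSO without agonist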
# Target sequence (P08173 whole entry, looked up): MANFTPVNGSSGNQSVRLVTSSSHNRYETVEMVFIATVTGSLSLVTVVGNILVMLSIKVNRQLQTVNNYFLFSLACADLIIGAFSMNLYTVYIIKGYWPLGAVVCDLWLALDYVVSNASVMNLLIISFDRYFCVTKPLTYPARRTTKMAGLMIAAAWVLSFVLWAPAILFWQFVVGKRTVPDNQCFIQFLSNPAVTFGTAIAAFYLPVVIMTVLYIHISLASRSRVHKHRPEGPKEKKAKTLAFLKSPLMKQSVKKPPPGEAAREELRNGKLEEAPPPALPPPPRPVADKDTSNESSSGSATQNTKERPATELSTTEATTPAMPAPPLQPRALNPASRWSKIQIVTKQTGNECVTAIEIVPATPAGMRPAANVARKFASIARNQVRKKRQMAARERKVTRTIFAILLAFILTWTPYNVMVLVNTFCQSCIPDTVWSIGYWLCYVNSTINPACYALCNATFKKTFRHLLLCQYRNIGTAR
# IDE inh: inhibitors of human insulin-degrading enzyme in cells | P14735 | HEK cells, FAbetaB cleavage, fluorescence polarization | inhibition, % at 5.59 µM | 320,000 tested, 0.41% active | AID 434962;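 active means percent inhibition above the average of all tested compounds plus 3 SD, set per screening campaign, cut at about 16% in these data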;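 further: IDE supplied by intact live HEK cells; FP after avidin binding of uncleaved biotin substrate so inhibition keeps polarization high; 0% = DMSO wells and 100% = 60 µM reference IDE inhibitor Ii1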
# M5 ag: agonists of human muscarinic M5 receptor (CHRM5). P08912. CHO-K1 hM5 cells, Fluo-8 calcium fluorescence; 0% DMSO wells, 100% maximal acetylcholine response. activation, % at 3 µM. 360,000 tested, 0.19% active;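 active means activation above the run's mean over test compounds plus 3 SD, cut at about 23% in these data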;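 further: signal is peak over basal fluorescence ratio across the kinetic read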
# M5 antag: blocks acetylcholine activation of human M5 receptor; P08912; AID 624040; 360,000 tested, 0.59% active; CHO-hM5 cells, Fluo-8 calcium fluorescence, ACh EC80; inhibition, % at 3 µM;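 active means inhibition above a per-plate cutoff, the mean of that plate's test compounds plus 3 SD, cut at about 27% in these data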;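 further: 0% = acetylcholine EC80 with DMSO and 100% = DMSO without agonist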
# CRFR2-BP antag: antagonists of CRF-binding protein/CRF-R2 receptor complex; 350,000 tested, 0.59% active; inhibition, % at 11.8 µM; HEK293 CRF-R2/CRF-BP, CRF-induced calcium fluorescence;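 active means inhibition of the ligand-induced calcium signal above about 50% at the single tested concentration, limit read from the data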
# CHRM5 PAM: positive allosteric modulators of human muscarinic M5 receptor. 360,000 tested, 0.3% active. P08912. CHO-K1 hM5, Fluo-8 calcium, ACh EC20 PAM; 0% = ACh EC20, 100% = ACh EC100. AID 624038. activation, % at 3 µM;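 active means activation above the run cutoff, the mean activation of all test compounds plus 3 SD, cut at about 18% in these data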
#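 Measured by: Fluo-8 calcium fluorescence; material: human M5 receptor in CHO-K1 cells; schedule: Post-acetylcholine fluorescence recording 140 s; benchmarks: low control EC20 acetylcholine (0%), high control EC100 acetylcholine (100%); read-out: Max/basal fluorescence ratio as % of EC20–EC100 ACh window; compound: single dose, 3 µM nominal final test concentration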
# CHRM4 PAM: potentiates acetylcholine response at human M4 receptor; P08173; CHO-K1 hM4/Gqi5, Fluo-8 calcium fluorescence, ACh EC20; 0% = ACh EC20, 100% = maximal ACh; activation, % at 3 µM; 360,000 tested, 0.4% active;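 active means activation above its plate's cutoff, the mean activation of sample wells plus 3 SD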; further: some results filed as inactive read as strong as hits
# CRFR2-BP ag: agonists of human CRF-binding protein/CRF-R2 receptor complex | 350,000 tested, 0.46% active | AID 588473 | HEK293 CRF-R2/CRF-BP, calcium dye fluorescence (FLIPR); percent of saturating CRF peptide response | activation, % at 13.2 µM;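 active means activation of at least 50%, plus an integration ratio under a set limit after plate pattern correction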;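 further: plate controls were neutral control wells without compound for no effect and CRF at EC100 for full effect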
# CHRM4 agonist: CHRM4 agonism in calcium assay; P08173; CHO-K1 hM4/Gqi5, Fluo-8 calcium fluorescence; vehicle 0%, full acetylcholine response 100%; activation, % at 3 µM; 360,000 tested, 0.14% active;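 active means activation above the run mean over all test wells plus 3 SD, cut at about 32% in these data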;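 further: peak over basal fluorescence ratio per well then scaled between controls; 0% = DMSO wells and 100% = acetylcholine at EC100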
# Active calls of the source: *; nt = no result given.
# Sample of the layout:
[1] CN(C1CCS(=O)(=O)C1)S(=O)(=O)c1ccccc1 (stereo unspecified)
[2] O=[N+]([O-])/C=C/c1cc2ccccc2[nH]1
[3] N/C(=N\OC(=O)CCCc1ccccc1)c1ccc([N+](=O)[O-])cc1
[4] CC(C)OC(=O)CN1C(=O)S/C(=C/c2ccc(N3CCCCC3)o2)C1=O
[5] CC(=O)c1c(C)nn(C(C)CC(=O)O)c1C (stereo unspecified)
[6] CCOC(=O)Cn1nc(C)n(-c2ccc(Br)cc2)c1=O
[7] Cc1noc(C)c1COC(=O)C1COc2ccccc2O1 (stereo unspecified)

assay / entry,1,2,3,4,5,6,7
M4 antag,-1.4,14.5,3.7,1.9,0.9,-1.3,-0.1
IDE inh,4.5,3.0,-0.9,4.6,-0.8,1.1,4.1
M5 ag,-0.2,-0.8,-0.9,7.3,-1.3,2.1,-1.3
M5 antag,-7.5,9.7,-1.4,5.2,-9.1,-12.4,2.0
CRFR2-BP antag,-4.5,-3.1,6.5,-30.4,-0.4,13.0,-0.1
CHRM5 PAM,-1.3,-1.5,-3.3,-0.9,-3.1,4.7,-2.1
CHRM4 PAM,4.0,-9.3,-1.7,0.9,-0.6,-0.1,-0.2
CRFR2-BP ag,-1.1,0.2,0.5,6.6,-0.1,-0.6,-0.2
CHRM4 agonist,2.6,2.6,2.3,3.6,1.3,0.7,0.5

# Results, repeating the preview:
[1] CN(C1CCS(=O)(=O)C1)S(=O)(=O)c1ccccc1 (stereo unspecified)
[2] O=[N+]([O-])/C=C/c1cc2ccccc2[nH]1
[3] N/C(=N\OC(=O)CCCc1ccccc1)c1ccc([N+](=O)[O-])cc1
[4] CC(C)OC(=O)CN1C(=O)S/C(=C/c2ccc(N3CCCCC3)o2)C1=O
[5] CC(=O)c1c(C)nn(C(C)CC(=O)O)c1C (stereo unspecified)
[6] CCOC(=O)Cn1nc(C)n(-c2ccc(Br)cc2)c1=O
[7] Cc1noc(C)c1COC(=O)C1COc2ccccc2O1 (stereo unspecified)
[8] Cc1cc(-c2nnc(CCC(=O)N(C)CCc3ccccc3)o2)no1
[9] O=C(c1ccncc1)N1CCN(C(=O)c2ccco2)CC1
[10] COc1ccc(NC(=O)Nc2ccc(C(=O)N3CCOCC3)cc2)cc1OC

assay / entry,1,2,3,4,5,6,7,8,9,10
M4 antag,-1.4,14.5,3.7,1.9,0.9,-1.3,-0.1,-6.3,-12.3,-14.6
IDE inh,4.5,3.0,-0.9,4.6,-0.8,1.1,4.1,0.9,-1.5,-0.9
M5 ag,-0.2,-0.8,-0.9,7.3,-1.3,2.1,-1.3,-2.3,-2.9,0.0
M5 antag,-7.5,9.7,-1.4,5.2,-9.1,-12.4,2.0,1.5,0.0,-4.4
CRFR2-BP antag,-4.5,-3.1,6.5,-30.4,-0.4,13.0,-0.1,6.2,16.0,-0.2
CHRM5 PAM,-1.3,-1.5,-3.3,-0.9,-3.1,4.7,-2.1,-1.0,-8.2,12.6
CHRM4 PAM,4.0,-9.3,-1.7,0.9,-0.6,-0.1,-0.2,2.3,4.8,4.3
CRFR2-BP ag,-1.1,0.2,0.5,6.6,-0.1,-0.6,-0.2,-0.9,0.4,6.9
CHRM4 agonist,2.6,2.6,2.3,3.6,1.3,0.7,0.5,0.3,1.7,0.2

[11] O=C(NC1CCCCCC1)c1ccc(OCC2CCCO2)cc1 (stereo unspecified)
[12] O=C(NC1CCN(S(=O)(=O)c2ccc(F)cc2)CC1)C1CCCCC1
[13] CSCCC(NC(=O)c1ccccc1)C(=O)N/N=C(\C)c1ccccc1 (stereo unspecified)
[14] CN(C)C(=O)/C(=C\c1ccncc1)NC(=O)c1ccccc1
[15] O=C(N[C@@H](Cc1ccc(Br)cc1)C(=O)O)OCC1c2ccccc2-c2ccccc21
[16] Cc1cccc(OCCSCc2nc3ccccc3[nH]2)c1
[17] CC1CCc2c(nc3sc4c(c3c2N)CCCC4)C1 (stereo unspecified)
[18] O=C(CCNC(=O)c1ccc(Br)cc1)NCc1ccncc1
[19] O=C(NCCCN1CCOCC1)C1CC(=O)N(C2CCCCC2)C1 (stereo unspecified)
[20] CCN(Cc1ccccc1)N=Nc1ccccc1

assay / entry,11,12,13,14,15,16,17,18,19,20
M4 antag,11.6,9.3,1.0,-16.6,1.3,0.0,1.9,-3.9,7.9,-2.5
IDE inh,3.6,0.5,-4.9,11.4,-0.5,1.6,-1.6,3.4,-2.2,nt
M5 ag,-3.5,-1.7,-2.8,-4.9,0.0,-0.8,-7.5,4.4,1.8,-0.1
M5 antag,16.4,8.1,-5.2,-3.6,10.3,4.0,10.2,3.2,-3.1,-3.9
CRFR2-BP antag,5.1,5.5,-90.3,-7.7,19.9,13.7,-11.1,-3.8,6.4,1.6
CHRM5 PAM,-0.9,-3.9,-0.3,1.3,8.6,-6.6,-6.6,1.2,-2.4,-0.2
CHRM4 PAM,19.5,-3.8,-5.7,6.0,1.6,-8.6,-12.9,8.5,8.7,3.1
CRFR2-BP ag,-1.3,-1.1,111.5*,-0.5,-4.0,-0.5,7.5,-1.0,0.3,1.9
CHRM4 agonist,1.8,0.4,0.0,1.0,1.5,5.8,3.8,1.0,1.2,-0.2

[21] CC1Cc2ccccc2N1CC(=O)Nc1ccc(S(N)(=O)=O)cc1 (stereo unspecified)
[22] Cc1ccc(NC(=O)CN(C)C(=O)c2sc3cc(Cl)ccc3c2Cl)cc1
[23] CN(C(=O)c1ccc(OC2CCN(S(=O)(=O)N(C)C)CC2)cc1)C1CCCCC1
[24] COc1ccc(S(=O)(=O)N2CCSC2c2ccccc2)cc1 (stereo unspecified)
[25] CSc1oc(-c2ccco2)nc1S(=O)(=O)c1ccc(C)cc1

assay / entry,21,22,23,24,25
M4 antag,-9.3,-3.5,1.7,2.2,-6.4
IDE inh,-2.8,-2.9,0.2,2.9,0.2
M5 ag,-0.1,2.1,5.1,-5.1,-2.4
M5 antag,7.1,3.9,10.0,4.2,11.9
CRFR2-BP antag,1.4,-5.9,-9.6,19.6,-10.0
CHRM5 PAM,-4.3,-1.5,-4.3,-2.5,1.7
CHRM4 PAM,-5.5,5.2,0.4,2.8,8.6
CRFR2-BP ag,-0.9,1.6,0.8,-0.7,1.0
CHRM4 agonist,0.9,0.8,3.6,0.7,0.4

# Values by screen from the entries so far.
# CRFR2-BP ag, entries 22–25: 1.6, 0.8, -0.7, 1.0
# CHRM4 PAM, entries 22–25: 5.2, 0.4, 2.8, 8.6

# Assay outcomes: PubChem, several laboratories
